# From PubChem BioAssay
# uPA generation: qHTS for Inhibitors of Cell Surface uPA Generation | cell surface uPA generation assay, qHTS | Potency, µM (highest dose often 38.3 µM), inactives show top-dose activity change, negative = inhibition, most hits filed as inhibitors | actives 0.31% (n = 330,000); active = well fitted inhibition curve with a large enough effect; inconclusive = small, poorly fitted or top-dose-only effect; inactive = no such curve, though single readings can be large or run the other way; tested in mouse RAW 264.7 cells; also: % is scaled to controls: 0 for no effect and ±100 for the full control effect; nearly all actives have a fitted effect of over 55% in size
# NPC1 promoter act: qHTS Assay for NPC1 Promoter Activators; actives 2.4% (n = 320,000); Potency, µM (highest dose often 9.22 µM), for the others: at the highest dose activation, usual class: activators; Huh7 NPC1 promoter luciferase reporter, 24 h;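 also: % of control where 0% means no effect; nearly all actives have a fitted effect of over 60% in size; reporter is driven by a mutant NPC1 promoter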
#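 Luminescence read-out of NPC1 promoter-driven luciferase in stably transfected Huh7 cells; compounds delivered in DMSO and left 24 h at 37C, 5% CO2, qHTS titration format.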
# FLuc counter: qHTS profiling assay for firefly luciferase inhibitor/activator using purifed enzyme and Km concentrations of substrates (counterscreen for miR-21 project); Luciferin 4-monooxygenase (Photinus pyralis), P08659; purified FLuc, Km substrates, luminescence inhibition; Potency, µM (top dose mostly 57.5 µM), for the others: at the highest dose activity change, negative = inhibition, actives largely listed as inhibitors; actives 6.9% (n = 360,000); AID 588342, 2011;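 also: plate controls were vehicle for no effect and reference inhibitor for full effect; nearly all actives have a fitted effect of over 55% in size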
#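 Purified P. pyralis luciferase (10nM final) with 10uM D-luciferin and 10uM ATP (Km levels) in 50mM Tris acetate pH 7.5, 10mM Mg acetate, 0.01% Tween-20, 0.05% BSA; qHTS 6-point titration, ~60 µM downward; luminescence read.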
# ELG1 genotox: qHTS screen for small molecules that induce genotoxicity in human embryonic kidney (HEK293T) cells expressing luciferase-tagged ELG1; AID 504466, 2011; Potency, µM (doses to about 46 µM), inactives show at the highest dose activity change, positive = activation, actives largely listed as activators; HEK293T ELG1-luciferase reporter, luminescence, 16 h; actives 1.3% (n = 330,000); also: % of control where 0% means no effect; nearly all actives have a fitted effect of over 60% in size
#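 Reporter readout depends on ELG1 protein level, which increases with genetic stress. After 16 hr compound exposure at 37 °C, luciferase activity was quantified using ONE-Glo.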
# CXXC DNA block: qHTS Fluorescence Polarization Assay for Inhibitors of MLL CXXC domain - DNA interaction; MLL-CXXC / FITC-HOXA9 DNA fluorescence polarization; Potency, µM (titrated, usually from 115 µM), inactives show at the highest dose activity change, negative = inhibition, actives largely listed as inhibitors; actives 0.037% (n = 290,000); active = well fitted inhibition curve with a large enough effect in the polarisation, with a control signal flat, not every such curve was filed as active; inconclusive = small, poorly fitted or top-dose-only effect, or effect the other way, or a change in a side signal; inactive = no such curve, though single readings can be large or run the other way; the % refers to the polarisation
#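 Purified MLL-CXXC (added from a 7 uM solution) was preincubated 5 min at ambient with pinned compounds in 50 mM Tris-HCl pH 7.5, 50 mM NaCl, 1 mM DTT, 0.05% BSA. Fluorescein-labeled HOX-A9 DNA (50 nM solution) followed, 30 min, then polarization read.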
# Gal4-VP16 FLuc: VP16 counterscreen qHTS for inhibitors of ROR gamma transcriptional activity | Drosophila S2 Gal4-VP16 UAS-luciferase, luminescence, 20 h | Potency, µM (highest dose often 53.6 µM), for inactives: at the highest dose activity, negative = inhibition, usual class: inhibitors | actives 3.5% (n = 310,000) | AID 2546, 2010;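 also: Gal4-VP16 expression switched on by copper sulfate through the metallothionein promoter; % is scaled to controls: 0 for no effect and ±100 for the full control effect; nearly all actives have a fitted effect of over 50% in size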
# Rab9 promoter act: qHTS Assay for Rab9 Promoter Activators | actives 2.8% (n = 320,000) | Potency, µM (titrated, usually from 9.22 µM), inactives show at the highest dose activation, negative = inhibition, usual class: activators | Huh7 Rab9 promoter-luciferase reporter, luminescence, 24 h; also: % of control where 0% means no effect; nearly all actives have a fitted effect of over 60% in size
#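 Rab9 promoter-driven luciferase in stably transfected Huh7 cells; 1500 cells/well rested 2 h, exposed to compound in DMSO for 24 h at 37 °C, 5% CO2. Luminescence read 10 min after adding luciferase reagent at ambient temperature.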
# BRCA1 expr up: qHTS Assay to Identify Small Molecule Activators of BRCA1 Expression | AID 624202, 2012 | MCF7-BRCA1-FFLuc reporter, luminescence, 48 h; response scale: scaled: vehicle 0%, 10 µM genistein 100% | Potency, µM (titrated, usually from 46.1 µM), for the others: at the top dose activation, most hits filed as activators | actives 1.1% (n = 380,000); also: nearly all actives have a fitted effect of over 80% in size; some results filed as inactive show a strong effect at the top dose
#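 Luminescence from a BRCA1-driven firefly luciferase in MCF7 cells was the read-out, taken 15 min after substrate addition following 48 h compound exposure at 37 °C. Data were normalized to a 10 microM genistein control and DMSO vehicle.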
# MBNL1 CUG block: qHTS Assay for Inhibitors of MBNL1-poly(CUG) RNA binding. Muscleblind-like protein 1 (Homo sapiens), Q9NR56. TR-FRET MBNL1-His/biotin-(CUG)12 binding, 665/545 ratio. Potency, µM (titrated, usually from 57.5 µM), inactives show at the top dose activity change, negative = inhibition, actives largely listed as inhibitors. actives 0.036% (n = 280,000). AID 2675, 2010; active = well fitted inhibition curve with a large enough effect in the signal ratio, with a control signal flat, not every such curve was filed as active; inconclusive = small, poorly fitted or top-dose-only effect, or effect the other way, or a change in a side signal; inactive = no such curve, though single readings can be large or run the other way; the % refers to the signal ratio; also: % is scaled to controls: 0 for no effect and ±100 for the full control effect
# Target sequence (Q9NR56 whole entry, looked up): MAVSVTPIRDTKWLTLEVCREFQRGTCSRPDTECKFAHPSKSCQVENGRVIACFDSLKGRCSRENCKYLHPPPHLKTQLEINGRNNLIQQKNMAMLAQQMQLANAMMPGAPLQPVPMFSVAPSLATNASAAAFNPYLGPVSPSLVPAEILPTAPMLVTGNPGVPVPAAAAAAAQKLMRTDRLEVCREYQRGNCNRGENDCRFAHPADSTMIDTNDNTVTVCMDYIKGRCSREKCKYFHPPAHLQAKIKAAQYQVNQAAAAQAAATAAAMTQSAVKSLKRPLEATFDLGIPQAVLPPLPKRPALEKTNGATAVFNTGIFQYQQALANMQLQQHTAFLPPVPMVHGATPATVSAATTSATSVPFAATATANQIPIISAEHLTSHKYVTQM
#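 Inhibition of protein-RNA binding appears as loss of TR-FRET between terbium anti-His antibody on MBNL1-His and streptavidin-XL665 on biotin-(CUG)12. Activity is normalized to buffer-only and uninhibited-complex controls.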
# RORgamma inh: qHTS for inhibitors of ROR gamma transcriptional activity. Potency, µM (top dose mostly 53.6 µM), for inactives: at the highest dose activity change, negative = inhibition, actives largely listed as inhibitors. actives 5.4% (n = 310,000). Drosophila S2 Gal4-RORgamma UAS-luciferase reporter, 20 h. Nuclear receptor ROR-gamma (Mus musculus), P51450; also: % is scaled to controls: 0 for no effect and ±100 for the full control effect; nearly all actives have a fitted effect of over 60% in size
# Target sequence (P51450 whole entry, looked up, the tested form may be a part): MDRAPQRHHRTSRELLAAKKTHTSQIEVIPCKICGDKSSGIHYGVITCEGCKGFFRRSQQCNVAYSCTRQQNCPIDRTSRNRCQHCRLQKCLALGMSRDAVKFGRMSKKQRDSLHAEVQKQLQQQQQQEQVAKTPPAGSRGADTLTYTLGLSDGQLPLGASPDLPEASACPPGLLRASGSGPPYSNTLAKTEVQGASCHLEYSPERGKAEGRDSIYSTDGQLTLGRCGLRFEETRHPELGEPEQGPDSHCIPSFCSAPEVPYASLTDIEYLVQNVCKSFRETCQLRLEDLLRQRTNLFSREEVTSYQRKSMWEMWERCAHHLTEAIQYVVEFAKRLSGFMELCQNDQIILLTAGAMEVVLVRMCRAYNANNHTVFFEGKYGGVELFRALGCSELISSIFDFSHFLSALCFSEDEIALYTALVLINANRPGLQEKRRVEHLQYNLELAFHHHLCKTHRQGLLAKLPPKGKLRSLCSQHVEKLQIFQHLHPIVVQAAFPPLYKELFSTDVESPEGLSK
#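 Compounds are pin-transferred onto Drosophila Schneider cells expressing a copper-inducible Gal4–ROR gamma transactivation domain fusion. After 1 hr, copper sulfate is added to 700 uM final; luciferase is read 20 hr later.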
# p53 reactivator: qHTS assay for re-activators of p53 using a Luc reporter; actives 0.063% (n = 320,000); H1299 p53-A138V BP100-luciferase reporter, luminescence, 24 h; Potency, µM (series often up to 92.2 µM), without a hit: top-dose activity change, positive = activation, most hits filed as activators; also: % of control where 0% means no effect; nearly all actives have a fitted effect of over 45% in size
#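 p53-null H1299 cells stably carrying temperature-sensitive p53-A138V and a BP100-luciferase reporter were pinned with compounds (4-point, 1:5 series) and held 24 hrs at 37 deg C. Luminescence was read 10 min after detection reagent.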
# * hit, by the source's call; ? = inconclusive; · = no result given; [ ] = dose if it differs, or a comment. Unless noted, calls follow the shape of the dose curve; as a rule, active = well fitted curve in the direction sought with a large enough effect; inconclusive = small, poorly fitted or top-dose-only effect, or another doubt; inactive = no such curve, though single readings can be large; an effect the other way counts as inactive or inconclusive. Potency is read from the fitted curve at half-maximal effect. Only part of the results is shown. The share of hits here may be higher or lower than overall.
# Second line of a record – Rab9 promoter act	RORgamma inh	MBNL1 CUG block	NPC1 promoter act	uPA generation	BRCA1 expr up	CXXC DNA block	p53 reactivator	Gal4-VP16 FLuc	ELG1 genotox	FLuc counter
Cc1ccc(NC(=O)c2cccc(F)c2)cc1S(=O)(=O)N1CCCCCC1
→ -2%	17%	0%	-3%	5%	-19%	-3%	0%	8%	-13%	-6%
COc1ccc(-c2cc(C(=O)Nc3cnn(Cc4ccccc4C)c3)no2)cc1OC
→ 0%	-11%	0%	2%	·	-2%	-3%	6%	-21%	6%	-2%
O=C(NCc1ccncc1)C(=O)N/N=C/c1ccccn1
→ -3%	-12%	9%	-4%	-1%	-13%	-10%	2%	5%	-1%	0%
CCn1c(SCC(=O)N(C)c2c(N)n(Cc3ccccc3)c(=O)[nH]c2=O)nc2ccccc21
→ 0%	8%	·	-2%	0%	1%	4%	-4%	-4%	-2%	0%
O=C(COC(=O)c1ccc(Cl)nc1)Nc1ccccc1OC(F)F
→ 1%	32%	-4%	2%	-4%	-14%	2%	-9%	-3%	0%	2%
Cn1c2ccccc2c2cc(/C=N/NC(=O)c3cc(O)ccc3O)ccc21
→ 10%	?	22%	-13%	-10%	-25%	14%	-12%	?	-5%	?
O=C(NCc1ccco1)C1CC(c2ccc(Cl)c(Cl)c2)=NO1 (configuration not stated)
→ 0%	5%	-8%	-4%	?	-24%	-8%	-1%	4%	-1%	-1%
CCC(=O)N1CCc2cc(S(=O)(=O)NCCC(=O)Nc3ccc(OC)cc3)ccc21
→ 8%	18%	-4%	0%	-9%	7%	-3%	11%	-2%	1%	-1%
CCCCOC(=O)c1ccc(NC(=O)Nc2ccc(OC)c(OC)c2)cc1
→ -5%	-8%	-10%	1%	-10%	-45%	6%	-1%	-13%	-3%	?
Cc1ccc(N=CC2=C(O)CC(c3ccccc3Cl)CC2=O)cc1 (configuration not stated)
→ 1%	2%	6%	-3%	-4%	-2%	4%	1%	-1%	-6%	?
O=C(N/N=C/C=C\c1ccccc1[N+](=O)[O-])c1ccco1
→ 2%	?	?	-1%	14%	-15%	-8%	0%	4%	2%	1%
CC(C)(C)c1ccc(C(=O)OCCN2CCCCC2)cc1
→ -3%[1.84 µM]	5%	-4%	-2%	-3%	5%	0%	7%	16%	2%	-22%
Nc1ncccc1C(=O)OCC(=O)NC1CCCCCC1
→ 1%	·	·	-2%	8%	21%	·	-1%	·	1%	3%
CC(c1n[nH]c(=S)n1-c1ccc(Cl)cc1)N(C)C (configuration not stated)
→ -13%	13µM*	-6%	0%	1%	-16%	-6%	-4%	-10%	4%	-7%
COc1ccc(Nc2c(-c3ccco3)nc3ccc(C)cn23)cc1
→ -1%	18µM*	4%	16%	10%	63%	0%	3%	-9%[10 µM]	?	?
Clc1ccc(OCCn2ccnc2)cc1Cl
→ -8%	11%	1%	0%	-1%	-23%	-10%	0%	-8%	1%	-2%
COc1cc(OC)c(/C=N/NC(=O)c2ccncc2)c(OC)c1
→ 5%	8%	14%	0%	-4%	-16%	-18%	·	-5%	5%	-3%
O=C(O)c1cccc(N/N=C/c2ccc(-c3ccccc3)cc2)c1
→ 0.028µM*	1%	2%	0.025µM*	-2%	-49%	8%	?	?	0.15µM*	0.076µM*
CCCCNC(=O)CSc1nc(O)cc(=O)n1C1CCCC1
→ -11%	11%	-3%	1%	3%	-4%	-3%	-2%	6%	-1%	-17%
CCn1c(C)[n+](CC)c2ccc(C(=O)N(C)c3ccccc3)cc21
→ 0%	0%	-10%	0%	4%	7%	4%	3%	4%	2%	5%

# Molecules listed so far that contain fluorine (two):
# Second line of a record – Rab9 promoter act	RORgamma inh	MBNL1 CUG block	NPC1 promoter act	uPA generation	BRCA1 expr up	CXXC DNA block	p53 reactivator	Gal4-VP16 FLuc	ELG1 genotox	FLuc counter
Cc1ccc(NC(=O)c2cccc(F)c2)cc1S(=O)(=O)N1CCCCCC1
→ -2%	17%	0%	-3%	5%	-19%	-3%	0%	8%	-13%	-6%
O=C(COC(=O)c1ccc(Cl)nc1)Nc1ccccc1OC(F)F
→ 1%	32%	-4%	2%	-4%	-14%	2%	-9%	-3%	0%	2%

# The results go on:
# Second line of a record – Rab9 promoter act	RORgamma inh	MBNL1 CUG block	NPC1 promoter act	uPA generation	BRCA1 expr up	CXXC DNA block	p53 reactivator	Gal4-VP16 FLuc	ELG1 genotox	FLuc counter
CCc1cccc2c(C=C(C#N)C#N)cn(CC(=O)N3CCCC3)c12
→ -1%	-1%	3%	-5%	-2%	7%	6%	-3%	2%	10%	2%
COc1ccc2oc(=N)c(C(=O)Nc3ccc(F)cc3)cc2c1
→ ?	3%	5%	?	2%	13%	10%	-2%	5%	?	?
S=C1NCCOCCOCCOCCNC(=S)N2CCOCCOCCN1CCOCCOCC2
→ -1%	0%	1%	-2%	2%	-8%	-2%	2%	4%	-1%	1%
CS(=O)(=O)c1nc(-c2ccc(F)cc2)cc(C(F)(F)F)n1
→ -41%[inhibitor]	2.5µM*	4%	-21%	-5%	-100%[inhibitor]	24%	-15%	4.5µM*	-28%	-5%
COC(CNC(=O)c1cnn2c(C)c(Cc3ccccc3)c(C)nc12)OC
→ -8%	26%	11%	0%	-2%	-9%	15%	3%	2%	-4%	-4%
O=C(NCc1ccncc1)C1CCCN(S(=O)(=O)c2cc(Cl)ccc2Cl)C1 (configuration not stated)
→ -10%	·	·	-3%	2%	-15%	·	-1%	·	-1%	7%
Cn1cc([N+](=O)[O-])c(C(=O)n2cccn2)n1
→ 9%	-1%	-11%	15%	-11%	1%	6%	-3%	-20%	4%	3%
CC(C)NC(=O)Cn1c(SCC(=O)N2c3ccccc3CC2C)nc2ccccc21 (configuration not stated)
→ -2%	47%	-8%	-2%	·	-10%	-1%	-5%	0%	1%	-1%
CN(C)c1ccc(S(=O)(=O)NCC(=O)OCC(=O)NC(=O)C2CCCCC2)cc1[N+](=O)[O-]
→ -5%	·	·	0%	3%	6%	·	-4%	·	-1%	2%
O=C(Nc1cccnc1)c1ccco1
→ 2%	24%	2%	-6%	5%	-1%	-6%	-1%	5%	-3%	0%
COc1cc(CCC(=O)N2CCN(c3ccc(N4CCOCC4)nn3)CC2)cc(OC)c1OC
→ -7%	3%	15%	-2%	·	·	-5%	3%	-8%	-8%	4%
Cc1ccc(NC(=O)CCS(=O)(=O)c2cc3[nH]c(=O)c(=O)[nH]c3cc2C)cc1
→ 4%	0%	-9%	-2%	3%	0%	7%	-2%	2%	-3%[9.26 µM]	0%
Cn1ccnc1SCC(=O)c1ccc(Br)cc1
→ 30%	?	3%	?	-3%	?	-2%	?	?	22%	?
COc1ccc(Cl)c(Cn2c(NCCCO)nc3c2c(=O)n(C)c(=O)n3C)c1
→ -5%	17%	4%	1%	-2%	-25%	-5%	-6%	7%	0%	1%
CC(C)CN1CCN(C2CCN(C(C)C)CC2)C(CCO)C1 (configuration not stated)
→ 0%	-3%	-8%	-2%	·	·	-3%	-5%	2%	3%	2%
Cc1nc(-c2ccc(S(=O)(=O)N3CCN(C4c5ccccc5-c5ccccc54)CC3)s2)cs1
→ 1%	2%	3%	0%	6%	-17%	-8%	22%	2%	0%	4%
O=C(NCCc1ccc(F)cc1)c1cccc(NC(=O)c2ccccc2)c1
→ 12%	15%	-6%	13%	?	72%	3%	?	23%	-3%	?
CN(C(=O)COC(=O)c1nc(Cl)c(Cl)c(Cl)c1Cl)C1CCS(=O)(=O)C1 (configuration not stated)
→ -64%[inhibitor]	?	-4%	-49%[inhibitor]	·	-47%	?	-8%	?	?	-4%

# Sorted by value in uPA generation (highest first): some entries from above
mol | uPA generation
Cc1nc(-c2ccc(S(=O)(=O)N3CCN(C4c5ccccc5-c5ccccc54)CC3)s2)cs1 | 6%
O=C(Nc1cccnc1)c1ccco1 | 5%
CS(=O)(=O)c1nc(-c2ccc(F)cc2)cc(C(F)(F)F)n1 | -5%
